Source: PubChem
AT treatment: potential ataxia-telangiectasia treatment; […] A-T fibroblasts, KAP-1 phosphorylation AlphaLISA; neocarzinostatin DNA damage 30 min before lysis; Potency, µM (doses to about 57.5 µM), without a hit: at the top dose activation, usual class: activators; AID 485349; 320,000 compounds, 0.19% hits; further: potency means the concentration at half of the fitted maximal effect; % of control where 0% means no effect; nearly all actives have a fitted effect of over 45% in size
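ATM-like activity read as KAP-1 phosphorylation via AlphaLISA donor/acceptor antibody pairs after lysis and 6 hr at 25C. Cells were ATM-null patient fibroblasts ([…], hTERT), dosed 60 min, then exposed to the DSB inducer NCS for 30 min.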
ASM inhibitor: inhibitors of human secretory acid sphingomyelinase; AID 504937; Potency, µM (titrated, usually from 57.5 µM), without a hit: at the top dose activity change, negative = inhibition, actives largely listed as inhibitors; 340,000 compounds, 0.006% hits; placental ASM, HMU-PC fluorogenic substrate, 60 min; further: potency means the concentration at half of the fitted maximal effect
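HMU-PC0 cleavage (9 uM final) by human placental ASM, 60 min at 37 °C following 10 min compound exposure at RT; stopped at pH 10, fluorescence Ex 386/Em 447 nm.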
Mito fusion yeast: blocks mitochondrial division or promotes mitochondrial fusion; AID 485298; S. cerevisiae fusion-defective mutant growth rescue, CellTiterGlo 48 h; 320,000 compounds, 0.23% hits; Potency, µM (titrated, usually from 46.1 µM), without a hit: top-dose growth rescue (activation), actives largely listed as activators;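 further: potency means the concentration at half of the fitted maximal effect; % of control where 0% means no effect; nearly all actives have a fitted effect of over 45% in size; temperature-sensitive fusion mutants such as fzo1-1 at 37 °C on non-fermentable ethanol glycerol medium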
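Luminescent cell viability in 1536-well qHTS format served as the measure of rescued growth in ts fusion-mutant S. cerevisiae cultured on non-fermentable YPEG for 48 hours at 37C.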
a7 integrin act: activates integrin-mediated alleviation for muscular dystrophy; alpha7betagal myoblasts, beta-gal FDG fluorescence, 48 h; Potency, µM (series often up to 38.3 µM), inactives show top-dose activation, hits mostly activators; 350,000 compounds, 0.064% hits;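 further: potency means the concentration at half of the fitted maximal effect; 100% = response of the positive control SU9516; nearly all actives have a fitted effect of over 60% in size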
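Alpha7betagal+/- myoblasts (passage 13) were plated 16-24 hr, then exposed to compounds (1:260 dilution of DMSO stock) for 48 hours at 37C. After MPER lysis, β-galactosidase reporter activity was read as FDG fluorescence (ex 480/em 540) after 30 minutes.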
TSHR antagonist: antagonists of human thyroid stimulating hormone receptor | TSHR-expressing cells, TSH-stimulated cAMP HTRF, 2 h; hits give low values | P16473 | activity change, negative = inhibition, % at 11.5 µM | 330,000 compounds, 0.2% hits;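 active means activity change below a set negative limit, meaning inhibition stronger than a set level, cut at about -70% in these data; inconclusive means activity change between two set negative limits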; further: on the % scale 0 is the no-effect control and ±100 the full control effect
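TSHR-expressing cells, 200/well, pre-treated with compound, then stimulated with EC80 TSH (4nM final) for 2 hours at 37 deg C. cAMP measured by competitive HTRF: anti-cAMP cryptate antibody in lysis buffer plus cAMP-d2, read after 30 minutes at room temperature.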
PTAP TSG101 blk: blocks PTAP/TSG101 interaction to inhibit HIV-1 budding; 340,000 tested, under 10 active; Potency, µM (doses to about 115 µM), inactives show at the highest dose activity change, negative = inhibition, most hits filed as inhibitors; Fluorescence polarization, FITC-PTAP peptide / Tsg101 binding; AID 493005; active means well fitted inhibition curve with a large enough effect in the main read-out, with a control signal flat, not every such curve was filed as active; inconclusive means small, poorly fitted or top-dose-only effect, or effect the other way, or a change in a side signal; inactive means no such curve, though single readings can be large or run the other way; further: potency means the concentration at half of the fitted maximal effect; % of control where 0% means no effect
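Steps: Tsg101 binding domain dispensed (10 uM final), compounds pinned in DMSO, FITC-labeled PTAP-motif peptide added (50 nM final); after 20 min binding at room temperature, polarization measured.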
TCR activator: T cell receptor activation; primary human leukocytes, anti-CD3, IL-2 HTRF, 48 h; Potency, µM (top dose mostly 9.22 µM), for inactives: top-dose activation of IL-2 secretion, usual class: activators; 330,000 tested, under 10 active; further: % of control where 0% means no effect
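1) Mix primary human leukocytes, a-CD3 beads and compound. 2) Incubate 48 hr. 3) Add HTRF IL-2 reagents (a-IL-2-K, a-IL-2-d2).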
MBNL1 CUG block: inhibitors of human MBNL1 binding to CUG repeat RNA | Q9NR56 | TR-FRET MBNL1-His/biotin-(CUG)12 binding, 665/545 ratio | Potency, µM (highest dose often 57.5 µM), inactives show at the top dose activity change, negative = inhibition, hits mostly inhibitors | 280,000 compounds, 0.036% hits | AID 2675; active means well fitted inhibition curve with a large enough effect in the signal ratio, with a control signal flat, not every such curve was filed as active; inconclusive means small, poorly fitted or top-dose-only effect, or effect the other way, or a change in a side signal; inactive means no such curve, though single readings can be large or run the other way; the % refers to the signal ratio; further: potency means the concentration at half of the fitted maximal effect; on the % scale 0 is the no-effect control and ±100 the full control effect
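MBNL1-His + Biotin-(CUG)12, cpd titration 92 nM–58 uM; Tb anti-His Ab 0.055 ng/ul, SA-XL665 5 nM (final); 60 min RT; ratiometric 665/545 nm, Ex 340 nm; normalized to buffer and full-complex controls.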
MLL CXXC-DNA inh: MLL CXXC-DNA interaction inhibition | MLL-CXXC / FITC-HOXA9 DNA fluorescence polarization | 290,000 compounds, 0.037% hits | Potency, µM (titrated, usually from 115 µM), for inactives: at the highest dose activity change, negative = inhibition, most hits filed as inhibitors | Q03164; active means well fitted inhibition curve with a large enough effect in the polarisation, with a control signal flat, not every such curve was filed as active; inconclusive means small, poorly fitted or top-dose-only effect, or effect the other way, or a change in a side signal; inactive means no such curve, though single readings can be large or run the other way; the % refers to the polarisation; further: potency means the concentration at half of the fitted maximal effect
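Fluorescence polarization: 7 uM MLL-CXXC (stock) preincubated 5 min with compounds, then 50 nM fluorescein-HOX-A9 DNA (stock) added; 30 min ambient. Buffer 50 mM Tris-HCl pH 7.5, 50 mM NaCl, 1 mM DTT, 0.05% BSA.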
Menin-MLL TR inh: menin-MLL binding inhibition, Texas Red mutant peptide. Potency, µM (titrated, usually from 61.6 µM), for inactives: top-dose FP activity change, negative = inhibition, most hits filed as inhibitors. O00255. Menin + Texas Red MLL mutant peptide, fluorescence polarization. AID 1768. 270,000 compounds, 0.23% hits; active means well fitted inhibition curve with a large enough effect in the polarisation, with a control signal flat, not every such curve was filed as active; inconclusive means small, poorly fitted or top-dose-only effect, or effect the other way, or a change in a side signal; inactive means no such curve, though single readings can be large or run the other way; the % refers to the polarisation; further: potency means the concentration at half of the fitted maximal effect; % of control where 0% means no effect; many of its hits are not listed in these tables
Starred values were filed as active, the others as inactive; ? = inconclusive; . = no result given; [ ] = dose if it differs, or a comment. Unless noted, the call rests on the fitted dose curve; in most records, active means well fitted curve in the direction sought with a large enough effect; inconclusive means small, poorly fitted or top-dose-only effect, or another doubt; inactive means no such curve, though single readings can be large; an effect the other way counts as inactive or inconclusive.

SMILES,AT treatment,ASM inhibitor,Mito fusion yeast,a7 integrin act,TSHR antagonist,PTAP TSG101 blk,TCR activator,MBNL1 CUG block,MLL CXXC-DNA inh,Menin-MLL TR inh
CCC(=O)OC1(C(C)=O)CCC2C3CCC4=CC(=O)CCC4(C)C3CCC21C (stereo not drawn),.,-1%,.,11%,.,-3%,-5%,.,.,.
COc1ccc(NC(=O)COC(=O)CCCC2=NS(=O)(=O)c3ccccc3N2)cc1Cl,-2%,0%,-1%,19%,-3,1%,0%,-4%,-5%,.
Cc1ccc(S(=O)(=O)N/N=C\c2ccc(Cl)c([N+](=O)[O-])c2)cc1,-1%,-17%,-6%,-34%,-1,-9%,.,?,-3%,?
CCn1c(C)c(C(C)=O)c(N2CCN(C(c3ccccc3)c3ccccc3)CC2)nc1=S,8%,0%,-5%,20%,1,-1%,-6%,0%,?,?
Cc1ccc(/C=N/NC(=O)c2ccc3nc[nH]c3c2)o1,13%,0%,1%,-19%,-19,-2%,4%,?,18%,.
CCNc1nc(SC(C)C(=O)Nc2ccccc2)nc(N(C)C)n1 (stereo not drawn),0%,-4%,-2%,-35%,0,-5%,-2%,-3%,0%,-8%
O=C(COC(=O)c1ncc(Cl)c(Cl)c1Cl)NC1CCS(=O)(=O)C1 (stereo not drawn),4%,4%,2%,-5%,-6,-2%,0%,.,.,.
COc1ccc(NC(=O)c2cccc(Cl)c2)c[n+]1[O-],-3%,-2%,-7%,7%,-2,-3%,3%,-2%,-1%,-10%
O=[N+]([O-])c1ccccc1S(=O)(=O)Nc1ccc(-c2ccc3nncn3n2)cc1,5%,0%,1%,-1%,-10,-1%,6%,.,.,.
Cc1nc2scc(C)n2c(=O)c1S(=O)(=O)Nc1ccc(F)cc1,4%,0%,1%,-15%,5,-1%,5%,2%,-3%,1%
O=C(Cc1nnc(NC(=O)c2ccccc2)s1)N/N=C\c1ccc(O)c(O)c1,-6%,0%,1%,-6%,-13,-8%,.,19%,-12%,?
CNC(=O)c1c(NC(=O)c2ccc(S(=O)(=O)N3CC(C)OC(C)C3)cc2)sc2c1CCN(C(C)C)C2 (stereo not drawn),1%,-1%,-2%,5%,-4,-1%,4%,11%,8%,.

(cont.)
SMILES,AT treatment,ASM inhibitor,Mito fusion yeast,a7 integrin act,TSHR antagonist,PTAP TSG101 blk,TCR activator,MBNL1 CUG block,MLL CXXC-DNA inh,Menin-MLL TR inh
C/C(N)=C(/C#N)C(=O)COC(=O)c1ccc(O)cc1,-7%,5%,1%,14%,20,-4%,-3%[46.1 µM],-16%,0%,-18%
COc1ccc(CNC(=O)c2ccc(Br)cc2)cc1,2%,.,-22%,.,-3,.,.,9%,0%,24%
Cc1nnc(NC(=O)c2ccco2)s1,2%,21%,0%,17%,6,1%,0%[46.1 µM],0%,-1%,-2%
CC12CC3(C)CC(C)(C1)CC(NC(=O)N1CCCC1)(C2)C3,-2%,-1%,5%,7%,-2,0%,1%,4%,-12%,-13%
CC(C)(C)C(=O)Nc1ccc(-c2cc3cc(Cl)ccc3o2)cc1,4%,3%,-3%,38%,-8,-1%,-2%,3%,-4%,.
COc1ccc(CNC(=O)C2CCCN(S(=O)(=O)c3c(C)n[nH]c3C)C2)cc1 (stereo not drawn),-1%,0%,-1%,23%,-4,-2%,-5%,-2%,-5%,.
C[C@@H](NCCCn1cnc2c(OCc3ccccc3)ncnc21)c1cccc2ccccc12,.,-6%,.,-42%,.,-1%,-3%,.,.,.
Cc1cc(C(=O)CN2C(=O)C(=O)N(Cc3ccccc3)C2=O)c(C)n1Cc1ccccc1,2%,-2%,.,14%,.,2%,-1%,.,.,.
CC(Oc1ccc(C(C)(C)C)cc1)C(=O)NC1CC(C)(C)NC(C)(C)C1 (stereo not drawn),10%,2%,0%,-58%[inhibitor],14,-4%,-5%,-7%,-1%,.
CCC(C(=O)Nc1c[nH]c(=O)[nH]c1=O)c1ccccc1 (stereo not drawn),6%,4%,0%,8%,-1,0%,3%[46.1 µM],-2%,3%,-18%
Cc1c(Br)c([N+](=O)[O-])nn1CC(=O)Nc1sc2c(c1C(=O)OC(C)C)CCC(C)C2 (stereo not drawn),-2%,-1%,-4%,18%,8,-1%,8%[46.1 µM],-13%,12%,1%
CC(C)c1ccc(/C=C2\SC(=O)N(CC(=O)NCCCn3ccnc3)C2=O)cc1,5%,-4%,4%,29%,1,-2%,5%,?,7%,-1%

(more compounds)
SMILES,AT treatment,ASM inhibitor,Mito fusion yeast,a7 integrin act,TSHR antagonist,PTAP TSG101 blk,TCR activator,MBNL1 CUG block,MLL CXXC-DNA inh,Menin-MLL TR inh
CC1CCCC12NC(=O)NC2=O (stereo not drawn),.,8%,.,12%,.,-4%,-3%,.,.,.
CC(C)C[C@H](NC(=O)N1CC(=O)Nc2ccccc21)C(=O)N[C@@H](C(=O)O)c1ccccc1,8%,3%,5%,?,-3,-2%,3%,-2%,-4%,5%
COc1ccc(CCNC(=O)CC(C)S(=O)(=O)c2ccc3c(c2)NC(=O)CO3)cc1OC (stereo not drawn),0%,1%,9%,-10%,4,-2%,-3%,-9%,-5%,-17%
CCOc1ccccc1N(CC(=O)NCCSc1ccccc1)S(C)(=O)=O,9%,-4%,4%,1%,-2,-4%,0%,-4%,20%,-1%
CC(C)C[C@H](NC(=O)c1nc[nH]c1C(=O)NCCCCCNC(=O)OC(C)(C)C)C(=O)OC(C)(C)C,-6%,-9%,1%,-22%,-8,?,8%,8%,0%,?
C=CCNC(=O)c1cn(CC)c2cc(N3CCN(C(=O)c4ccco4)CC3)c(F)cc2c1=O,8%,-1%,-2%,-46%[inhibitor],-15,-2%,-7%,1%,1%,-17%
COc1cccc(CN(C(=O)c2cccc(OC)c2)C2CCS(=O)(=O)C2)c1 (stereo not drawn),-2%,-2%,2%,3%,7,-4%,-5%,-2%,1%,-6%
O=C(CN1C(=O)/C(=C\c2ccc(C(F)(F)F)cc2)Sc2ccccc21)NCc1ccco1,16%,104%[activator],0%,2%,43,-4%,-7%[46.1 µM],-22%,-1%,9%
O=C(O)c1cc(-c2ccc(Cl)cc2)n(-c2ccccc2)n1,0%,8%,4%,0%,-14,-6%,-13%,-3%,0%,9%
Cc1cc(C)n(-c2nc(SCC(=O)N3CCCC3)c3c4c(sc3n2)CCCC4)n1,3%,-1%,18%,-22%,10,-9%,-4%,5%,9%,?
COc1cccc(C(=O)OCCN(C)C(C)(C)C)c1,6%,.,1%,.,-1,.,.,-1%,10%,1%
COc1ccc(/C=N/NC(=O)CN2CCN(Cc3ccccc3)CC2)cc1Br,-5%,8%,-19%,12%,-8,0%,-8%,.,7%,.

The listing continues.
SMILES,AT treatment,ASM inhibitor,Mito fusion yeast,a7 integrin act,TSHR antagonist,PTAP TSG101 blk,TCR activator,MBNL1 CUG block,MLL CXXC-DNA inh,Menin-MLL TR inh
CC1CCCCC1NC(=O)CN(C)S(=O)(=O)c1cccc2nsnc12 (stereo not drawn),2%,-1%,-7%,39%,3,0%,6%,?,4%,5%
CCOC(=O)CC1(NC(=O)c2cc(COc3c(F)cccc3F)on2)CCCCC1,15%,2%,-2%,?,-9,4%,-16%,1%,9%,.
COc1cccc(-c2nc3ccc([N+](=O)[O-])cc3o2)c1,1%,1%,3%,7%,-6,1%,.,-2%,15%,15%
COCCN1C(=O)C(=O)/C(=C(/O)c2ccc(C)cc2)C1c1ccccn1 (stereo not drawn),1%,2%,-4%,?,9,-7%,-3%,-2%,-1%,-4%
Cc1c(SCCO)c(=O)[nH]c2cc3c(cc12)OCO3,7%,172%[activator],0%,-18%,-7,-7%,10%,49%[activator],14%,-1%
O=C(CCCC(=O)c1ccc(F)cc1)c1ccc(F)cc1,5%,0%,0%,9%,1,-4%,1%,-2%,0%,-4%
NC(=O)c1sc2nc3c(c(-c4ccco4)c2c1N)CCC3,-2%,?,0%,8%,9,-4%,1%,?,0%,-2%
COc1cc2c(cc1OC)C(c1ccccc1Cl)N(C)CC2 (stereo not drawn),-7%,3%,-1%,21%,0,-4%,-9%,-3%,-3%,-10%

The list is partial. The share of hits here may be higher or lower than overall.
